Screening results from PubChem.
FBW7 activator = FBW7 E3 ligase activators, primary screen, biochemical, AlphaScreen, human. F-box/WD repeat-containing protein 7 (Homo sapiens), Q969H0. AlphaScreen FBW7–phospho-cyclin E peptide binding, activator screen. normalized activity (activation), % at 26.1 µM. hit rate 0.13% among 650,000. AID 1259310, 2017; in the data active means normalized activity above about 1.9%;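 further: purified mutant Fbw7 with reduced substrate affinity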
Target sequence (Q969H0 whole entry, looked up): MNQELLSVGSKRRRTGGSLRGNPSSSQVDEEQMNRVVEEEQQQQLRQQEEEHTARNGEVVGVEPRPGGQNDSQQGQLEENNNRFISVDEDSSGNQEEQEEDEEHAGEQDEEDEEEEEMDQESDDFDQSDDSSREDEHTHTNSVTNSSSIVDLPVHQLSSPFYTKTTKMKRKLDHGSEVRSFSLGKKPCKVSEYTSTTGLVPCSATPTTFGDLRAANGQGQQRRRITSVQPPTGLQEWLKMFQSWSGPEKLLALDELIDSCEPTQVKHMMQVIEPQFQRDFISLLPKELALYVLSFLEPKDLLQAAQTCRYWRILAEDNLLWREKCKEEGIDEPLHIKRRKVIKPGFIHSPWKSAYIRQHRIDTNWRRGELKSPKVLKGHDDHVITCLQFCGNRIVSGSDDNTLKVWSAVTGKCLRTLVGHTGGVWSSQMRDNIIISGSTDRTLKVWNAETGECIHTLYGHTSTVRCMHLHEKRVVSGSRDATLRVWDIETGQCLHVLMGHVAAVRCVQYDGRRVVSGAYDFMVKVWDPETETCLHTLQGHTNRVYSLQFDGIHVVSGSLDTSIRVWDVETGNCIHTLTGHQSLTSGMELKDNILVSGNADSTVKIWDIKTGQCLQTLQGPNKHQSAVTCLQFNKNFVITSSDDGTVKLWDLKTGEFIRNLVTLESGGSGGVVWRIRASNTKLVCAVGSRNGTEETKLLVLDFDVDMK
GPR151 ag = activators of human GPR151, primary screen, cell-based, PathHunter beta-arrestin, luminescence. activation, % at 11.2 µM. hit rate 1% among 650,000. G-protein coupled receptor 151 (Homo sapiens), Q8TDV0. AID 1508602, 2020. PathHunter beta-arrestin GPR151 cells; in the data active means activation above about 4.9%;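 further: 0% = median of compound wells and 100% = cells with positive control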
MITF inh = MITF inhibitors, primary screen, biochemical, AlphaScreen, human | AID 1259374, 2018 | hit rate 0.91% among 650,000 | inhibition, % at 2.6 µM | AlphaScreen MITF homodimerization, bead proximity signal | Microphthalmia-associated transcription factor (Homo sapiens), O75030; in the data active means inhibition above about 50%;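 further: 0% = vehicle wells with protein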
TEAD-YAP block = TEAD-YAP interaction inhibition, primary screen, TEAD-YAP interaction inhibitor project, luminescence, HEK-TIYL cells | TEAD-Gal4/YAP UAS-luciferase luminescence | inhibition, % at 9.12 µM | hit rate 1.4% among 640,000; in the data active means inhibition above about 32%;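 further: 0% = median of test compound wells and 100% = reference inhibitor wells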
Active calls of the source: *; . = no result given; & = joins results of further samples.

structure | FBW7 activator | GPR151 ag | MITF inh | TEAD-YAP block
CCOCCOC(=O)C1=C(C)NC2=C(C(=O)CC(c3cccs3)C2)C1c1ccc(C(F)(F)F)cc1 (stereo not drawn) | 0.1 | -0.8 | -11.4 | 9.9
c1ccc(COC2CCCN(Cc3nc(-c4cccs4)no3)C2)nc1 (stereo not drawn) | -0.1 | 0.3 | -8.6 | 5.4
O=C(NC(Cc1ccccc1)C(=O)O)/C(=C/c1ccco1)NC(=O)c1cccc([N+](=O)[O-])c1 (stereo not drawn) | -0.1 | 1.2 | -0.4 | 7.5
Cc1c(C(=O)NC2CCCCC2)sc2ncn(CC(=O)N3CCN(c4ccccn4)CC3)c(=O)c12 | 0.1 | 1.5 | 0.0 | 12.3
Cc1ccc(C)c(-c2cc(C(=O)O)c3ccccc3n2)c1 | 0.0 | -0.3 | 14.3 | -1.9
Cc1ccc2c(c1)-c1c(ssc1=S)C(C)(C)N2Cc1ccccc1 | -1.2 | 0.0 | 36.5 | 0.6
CCOc1ccc(-n2cc(C(=O)Nc3cc([N+](=O)[O-])ccc3OC)c3cc(OC)c(OC)cc3c2=O)cc1 | 0.7 | -0.6 | 7.1 | -16.1
CCCNC(=O)OC[C@H]1O[C@H](CCO/N=C/C[C@@H]2C=C[C@H](OC(C)=O)[C@@H](COC(C)=O)O2)C=C[C@@H]1Oc1ccc(OC)cc1 | 0.0 | 2.2 | 12.6 | .
CC(C)[C@@H](Cn1nc(-c2cccs2)ccc1=O)NC(=O)C1CCC1 | 0.0 | -1.1 | 2.5 | 3.6
COc1ccc(S(=O)(=O)N(CCc2ccccc2)CC(=O)NN)cc1OC | 0.3 | -1.5 | 14.6 | -4.8
CCOC(=O)c1c(NC(=S)NC(=O)c2ccccc2Br)sc(C)c1C | -0.1 | -0.1 | -7.5 | -8.6
O=C(/C=C/c1ccccc1[N+](=O)[O-])Nc1nnc(C(F)(F)F)s1 | 0.1 | -0.7 | 8.4 | 0.0
COc1ccc(-c2noc(CN(C(=O)c3cc([N+](=O)[O-])ccc3Cl)C(C)C)n2)cc1 | -0.2 | 0.7 | -0.9 | -13.6
COc1cc(Cl)c(C)cc1NS(=O)(=O)c1ccc(C)cc1 | 0.1 | 0.5 | 9.7 | -0.4
CN(C1CCCCC1)S(=O)(=O)c1ccc(C(=O)Nc2nc(-c3ccncc3)cs2)cc1 | 0.0 | -1.0 | -4.0 | -2.3
Cc1ccc(S(=O)(=O)N(Cc2ccc(Cl)cc2Cl)c2nnc(C)s2)cc1 | 0.0 | -0.7 | 15.1 | -3.1
O=C(c1ccc(S(=O)(=O)c2ccc(F)cc2)c([N+](=O)[O-])c1)N1CCCC1 | 0.1 | 0.5 | -10.7 | -13.5
Cc1ccc(-c2cc(-c3ccco3)c(C#N)c(SCC(=O)NCc3ccccc3)n2)cc1 | 0.0 | -1.5 | -55.8 | -4.7
O=C(Nc1sc(-c2ccccc2)cc1C(=O)O)c1ccccc1 | 0.0 | 1.5 | 16.6 | -35.8
CN(Cc1ccccc1)C(=O)c1ccc([N+](=O)[O-])cc1Cl | -0.5 | -0.7 | -3.8 | -4.7
O=C(NCc1cccc(Cl)c1)c1ccc2c(c1)NC(=O)c1ccccc1N2 | 0.3 | 0.1 | 13.8 | -0.5
Cc1nn2cc(-c3ccc(N)cc3)nc2s1 | 0.5 | -1.4 | 13.0 | 3.9
CCN1CCN(CC(=O)N/N=C/c2ccc(N(C)C)cc2)CC1 | 0.0 | 1.4 | 51.8* | 1.6
CC(=O)Nc1ccc(C(=O)OCC(=O)Nc2ccc(C#N)cc2)cc1 | -0.2 | -0.9 | 6.8 | 9.6
O=C(O)c1ccc([N+](=O)[O-])cc1C(=O)Nc1ccc(I)cc1 | -0.1 | 0.3 | 2.0 | 8.9
O=C(CN(Cc1ccccc1F)S(=O)(=O)c1ccc(Cl)cc1)NC1CCCC1 | 0.0 | 1.4 | -2.9 | -0.7
COc1cc(Cl)cc(/C=N\NC(=O)C2C(=O)NCC2c2ccccc2)c1O (stereo not drawn) | -0.7 | 1.1 | 6.8 | 13.3
Cc1sc2nc(CS)[nH]c(=O)c2c1C | 0.1 | -0.4 | 7.3 | -3.6
O=C1NC2(CCCCC2)N=C1c1ccccc1 | 0.2 | 1.5 | 5.5 | 12.6
CCOc1cc2c(cc1OC)C(c1cc(Cl)ccc1O)NCC2 (stereo not drawn) | 0.1 | 0.4 | 5.3 | -11.9
COc1ccc(C2C=C(c3cccnc3)Nc3nc4ccccc4n32)cc1 (stereo not drawn) | 0.0 | -3.2 | -1.3 | -51.6
CC1=[N+](C)c2ccc3ccccc3c2C1(C)C | -0.1 | 3.1 | 4.2 | 7.7
COc1ccc(CN2CCN(c3ccccc3)CC2)c(OC)c1OC | -0.1 | -0.1 | 26.6 | -6.6
Nc1ccc(-c2n[nH]c(=O)c3ccccc23)cc1[N+](=O)[O-] | -0.1 | -0.5 | 1.2 | -0.9
COC(=O)c1ccc(C2Nc3ccccc3C(=O)N2c2ccc(OC)cc2)cc1 (stereo not drawn) | 0.0 | 0.2 | 2.6 | 0.7
O=C(Nc1ccccc1Oc1ccccc1)c1ccc(S(=O)(=O)N2CCc3ccccc32)cc1 | -0.1 | -0.1 | -8.3 | 1.9
Cc1ccc2nc(-c3ccc(NC(=O)C(Cc4c[nH]c5ccccc45)NC(=O)OCC(C)C)cc3)sc2c1 (stereo not drawn) | 0.0 | -0.9 | -1.3 | -12.4
C#CCOC(=O)CCCNc1ccc([N+](=O)[O-])cc1[N+](=O)[O-] | 0.1 | 5.6* | 14.7 | 0.8
O=C(/C=C/c1cccc([N+](=O)[O-])c1)Nc1ccccc1N1CCCC1 | -0.5 | -0.2 | 18.3 | 8.6
O=C(COc1ccc(Cl)cc1)N(Cc1cccc(F)c1)C1CCS(=O)(=O)C1 (stereo not drawn) | 0.0 | -1.6 | 0.0 | 5.1
O=C(c1ncoc1-c1ccc(F)cc1)N1CCN(c2nc3ccccc3s2)CC1 | -0.1 | 0.7 | -2.2 | 8.5
CC(C)CCn1c(=O)[nH]c2c1c(=O)n(C)c(=O)n2C | 0.0 | 0.0 | -9.1 | -3.2
OC1CCN(C(c2cccc(C(F)(F)F)c2)c2nnnn2Cc2ccccc2)CC1 (stereo not drawn) | 0.0 | 0.6 | -2.5 | -11.4
CCCN(Cc1cccc([N+](=O)[O-])c1)CC1CC1 | 0.7 | -0.1 | 53.5* | 3.8
O=c1[nH]c(N2CCOCC2)cc2ccccc12 | 0.2 | -0.2 | 11.6 | -4.8
COc1ccc(N2C(=O)CC(c3c[nH]c4ccccc34)C2=O)cc1 (stereo not drawn) | 0.5 | 1.4 | 22.6 | 5.6
O=C(CCCCn1c(=O)c2ccccc2n(Cc2ccc(Cl)cc2)c1=O)NC1CCCCC1 | -0.3 | 3.3 | -2.0 | 0.2
O=C(Nc1scc(-c2ccccc2)c1C(=O)NCc1ccco1)c1ccc2c(c1)OCO2 | -0.1 | 1.3 | 7.3 | 27.2
O=C(Nc1ccccc1C(=O)O)c1ccc2c(c1)C(=O)N(Cc1ccccc1)C2=O | 0.1 | 0.2 | -4.1 | 4.6
O=C(NCCCN1CCCC1=O)C1CCN(c2ccc(N3CCC(N4CCOCC4)CC3)nn2)CC1 | -0.1 | 1.8 | 2.0 | 5.6
Cc1ccc(N=C2SC(C(=O)Nc3ccc(F)cc3)CC(=O)N2C)cc1C (stereo not drawn) | 0.0 | 1.9 | -3.4 | -5.2
O=C(CSc1ccc(-c2ccc3c(c2)OCO3)nn1)NCc1ccco1 | 0.1 | -1.5 | 6.0 | -8.4
Cc1c(C)n(C(=O)CN2CCN(c3ccccn3)CC2)c2ccccc12 | 0.1 | -1.5 | 18.1 | -0.3
CC[n+]1c(-c2c(C)oc3cc(O)ccc3c2=O)csc1C | 0.0 | 0.5 | 2.3 | 3.9
O=C(COC(=O)[C@H](Cc1ccccc1)NC(=O)c1ccco1)Nc1cc(F)ccc1F | 0.4 | -0.6 | -15.7 | 3.7
CCCCNS(=O)(=O)c1cccc(S(=O)(=O)N2CCCC2)c1 | 0.1 | -0.6 | 11.6 | 11.7
O=C(N/N=C/c1ccccc1F)c1cccc(Cl)c1 | 0.0 | -0.4 | -8.7 | -64.9
Cc1cc(I)ccc1NC(C)C(=O)Nc1ccc2c(c1)OCO2 (stereo not drawn) | -0.1 | 0.1 | -8.2 | 10.5
O=C(Cn1c(=S)[nH]c2ccccc2c1=O)N1CCc2ccccc21 | 0.2 | 0.7 | 7.0 | 4.8
Cc1cc(C)nc(/N=C(\NC(=O)C(F)(F)F)Nc2ccccc2)n1 | 0.4 | -0.3 | 16.3 | 1.5

Next part
structure | FBW7 activator | GPR151 ag | MITF inh | TEAD-YAP block
Cc1ccccc1N/N=C/c1ccc([N+](=O)[O-])o1 | -0.1 | 0.0 | 15.7 | 20.9
O=c1cc(CSc2nc3ccccc3o2)occ1O | 0.2 | -4.0 | 19.2 | -19.7
COc1ccc(CN2CC(C(=O)N3CCOCC3)CC2=O)cc1 (stereo not drawn) | 0.6 | 1.8 | 7.6 | 13.8
COC(=O)c1ccc(NC(=O)CN2CCN(S(=O)(=O)c3cc(Cl)ccc3Cl)CC2)cc1 | 0.0 | 2.3 | 6.3 | 14.7
Cc1cccc(NC(=O)NCCNc2cc(N(C)C)nc(C)n2)c1 | 0.7 | 1.1 | -2.2 | 0.3
Cc1cc(-c2cn[nH]c2C2CCN(Cc3ccncc3)CC2)on1 | -0.2 | 1.5 | 0.3 | 1.5
CC(=O)Nc1ccc2nc(NC(=O)COc3ccc(C)c(C)c3)sc2c1 | 0.4 | 0.2 | 2.2 | -7.2
Cc1cc(C)nc(NC(=NC2CC(C)(C)NC(C)(C)C2)NC(=O)Nc2ccccc2)n1 | 0.0 | -1.5 | 13.8 | -4.6
C=CCOc1cccc(/C=C2\C(=O)N(Cc3ccc(C)cc3)C(C)=C2C(=O)OC)c1 | -0.1 | 0.0 | -0.2 | -0.8
O=C1N=c2ccc(F)cc2=C1c1sc(N2CCN(c3ccccc3)CC2)nc1O | 0.0 | -0.3 | 0.8 | -0.1
O=c1[nH]c(=O)c2ccccc2o1 | 0.2&-0.1 | 0.8&0.9 | 15.8&-4.0 | 4.0&-0.9
O=C(c1c[nH]c2ccc(S(=O)(=O)Nc3ccccc3F)cc2c1=O)N1CCOCC1 | -0.7 | -0.1 | 11.4 | 7.3
O=S(=O)(NCc1ccccc1)c1ccc(Cl)cc1 | 0.1 | 1.3 | 11.8 | -9.1
Cc1nc(N2CCN(c3ccccn3)CC2)c2c(-c3cccs3)csc2n1 | 0.0 | 1.4 | -0.7 | -2.4
COc1cccc(C2C(C#N)=C(N)OC3=C2C(=O)CCC3)c1OC(=O)c1ccco1 (stereo not drawn) | -0.1 | -1.3 | -0.2 | -4.9
C/C(=N/NC(=O)c1cccnc1)c1ccc(O)cc1 | 0.4 | -1.6 | -0.4 | -18.1
CCOC(=O)C(NC(=O)c1ccccc1F)(Nc1sc2c(c1C#N)CCC(C(C)(C)C)C2)C(F)(F)F (stereo not drawn) | 0.4 | -1.0 | 16.4 | -8.5
COC(=O)C1CCCCN1Cc1ccc2c(c1)CN(Cc1ccsc1)CCO2 (stereo not drawn) | 0.1 | -0.9 | 14.0 | -9.3
NC(=O)CCn1nnc2ccccc21 | -0.1 | 1.2 | 33.4 | -8.1
Cn1cccc1CC(=O)N/N=C\c1ccc(Cl)c(Cl)c1 | 0.0 | 0.6 | -19.0 | -19.2
O=C(Nc1cccc(-c2ccc(N3CCOCC3)nn2)c1)c1c(F)cccc1F | -0.3 | -0.8 | -1.2 | -38.8
COc1ccc(C)cc1NC(=O)CSc1nnc(-c2cccc(C)c2)o1 | 0.1 | -1.3 | -14.8 | 2.5
Cc1cc(C(=O)NC2CCCCC2C)c2ccccc2n1 (stereo not drawn) | 0.0 | 0.3 | 18.2 | 5.2
CCSC1=C(C#N)C(c2cccs2)C(C(=O)Nc2ccccc2C)C(C)(O)N1 (stereo not drawn) | -0.1 | 1.5 | -3.2 | 10.8
COc1ccccc1CC(=O)Nc1cccc(Br)c1 | 0.1 | -0.6 | 0.7 | -10.6
CCOC(=O)c1c(-c2ccccc2)csc1NC(=O)c1cncc(Br)c1 | 0.1 | -1.1 | 7.1 | 3.3
O=C(CCc1ccccc1)Nc1ccc(N2CCC(NCc3ccncc3)CC2)cc1 | 0.0 | -0.1 | 1.9 | -9.5
Cc1ccc(C)c(CN2C(=O)C(C)Oc3ccccc32)c1 (stereo not drawn) | -0.1 | 0.4 | -1.9 | -1.8
O=C(c1cnn2c1NC(c1cccs1)CC2C(F)(F)F)N1CCCCC1 (stereo not drawn) | -0.2 | 1.0 | -4.4 | 5.6
COC(=O)c1ccccc1N=C/C(C(=O)C(F)(F)F)=C(\O)c1cccs1 | 0.2 | -1.3 | 5.2 | -15.9
O=C(CCSc1nc2ccccc2o1)Nc1ccccc1 | 0.0 | 1.7 | 10.9 | -5.8
